Source: PubChem
LMNA splice mod: LMNA splicing modulation. HeLa LMNA splicing GFP/RFP minigene ratio, 48 h. Potency, µM (doses to about 46.1 µM), for inactives: at the top dose ratio change, negative = inhibition, usual class: inhibitors. 0.01% of 200,000 active. AID 1487; active = well fitted inhibition curve with a large enough effect in the signal ratio, with a control signal flat, not every such curve was filed as active; inconclusive = small, poorly fitted or top-dose-only effect, or effect the other way, or a change in a side signal; the % refers to the signal ratio; also: potency is read from the fitted curve at half-maximal effect; % is scaled to controls: 0 for no effect and ±100 for the full control effect
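S3 HeLa cells stably expressing lamin A-EGFP splicing minigene plus DsRed2, 600 cells/well, 48 h compound exposure at 37C. Laser-scanning cytometry; analysed as GFP (500-530 nm)/RFP (575-640 nm) total intensity ratio; 0.5% DMSO vehicle.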
Luc counter: Kinase-Glo luciferase inhibition (counter-screen). Q27757. Potency, µM (series often up to 38.3 µM), inactives show at the top dose activity change, negative = inhibition, hits mostly inhibitors. Kinase-Glo luciferase, ATP luminescence, 8 min. 0.28% of 200,000 active. AID 1379; also: potency is read from the fitted curve at half-maximal effect; % is scaled to controls: 0 for no effect and ±100 for the full control effect; nearly all actives have a fitted effect of over 60% in size
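Compound is pinned into ATP-containing buffer (10 uM ATP, imidazole pH 7.2, 7 mM MgCl2). Kinase-Glo luciferase reagent is then added. Light output is recorded following an 8-min room-temperature incubation.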
SMN2 splice enh: enhancers of SMN2 splice variant expression | HEK293 SMN2-luciferase splicing reporter, luminescence, 30-36 h | Potency, µM (series often up to 46.1 µM), for the others: at the top dose activity change, positive = activation, actives largely listed as activators | 2.8% of 210,000 active; also: potency is read from the fitted curve at half-maximal effect; % of control where 0% means no effect; nearly all actives have a fitted effect of over 55% in size
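HEK293 cells carry an SMN2 minigene-luciferase reporter in which exon 7 inclusion puts luciferase in frame. Cells were seeded at 2000 cells/well, attached for 10-12 hours, then exposed to compounds for 30-36 hours at 37C before ONE-Glo luminescence.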
HttQ103 aggreg: inhibitors of mutant huntingtin aggregate formation in PC12 cells; PC12 HttQ103-GFP aggregates, Acumen cytometry, 40 h; AID 1688; 1.1% of 220,000 active; Potency, µM (doses to about 46.1 µM), inactives show top-dose activity change, negative = inhibition, actives largely listed as inhibitors; also: potency is read from the fitted curve at half-maximal effect; % is scaled to controls: 0 for no effect and ±100 for the full control effect; nearly all actives have a fitted effect of over 60% in size
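Aggregate formation scored by laser-scanning cytometer (488 excitation, 500–530 emission) in lysed PC12 cells expressing Q103-GFP after 100 nM tebufenozide induction; library tested in dose series, with ATPLite reagent added in the multiplex.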
IMPase Li cell: IMPase inhibition in cells with lithium potentiation. 0.35% of 210,000 active. Potency, µM (top dose mostly 59.4 µM), for inactives: top-dose activity, negative = IMPase inhibition, actives largely listed as inhibitors. CHO-M1 cells, IP1 TR-FRET (IP-One), carbachol + lithium;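 also: IP1 builds up when IMPase is blocked and the TR-FRET signal falls; potency is read from the fitted curve at half-maximal effect; plate controls were basal vehicle for no effect and high inhibitor control for full effect; nearly all actives have a fitted effect of over 50% in size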
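Readout is a homogeneous TR-FRET IP1 immunoassay (Ex 320, Em 665 and 620), where raised cytosolic IP1 lowers signal. Cells were CHO-M1 treated 30 min at 37C with test compounds plus a little lithium; AC50 values came from Hill-equation fitting.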
HTT ATP protect: cytoprotection in Huntington HTT-Q103 PC12 cell model. PC12 HTT-Q103 induced, cytoprotection, ATP luminescence, 40 h. Potency, µM (top dose mostly 56.4 µM), for inactives: cytoprotection (ATP increase), hits mostly activators. 0.14% of 230,000 active. AID 1471;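 also: potency is read from the fitted curve at half-maximal effect; % of control where 0% means no effect; nearly all actives have a fitted effect of over 45% in size; toxic huntingtin expression switched on by the ecdysone agonist tebufenozide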
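Quantitative HTS on tebufenozide-induced (100 nM) PC12 cells expressing HTTQ103 exon 1–GFP; compounds tested as a concentration series; survival measured via cellular ATP.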
CBFb-RUNX1 inh: inhibitors of human CBF-beta and RUNX1 interaction; AlphaScreen CBFb-His/RUNX1-biotin binding, biochemical; Q01196+Q13951; 230,000 tested, under 10 active; Potency, µM (top dose mostly 59.8 µM), for the others: top-dose activity, negative = inhibition, usual class: inhibitors; also: % of control where 0% means no effect
Target sequence (Q01196 whole entry, looked up): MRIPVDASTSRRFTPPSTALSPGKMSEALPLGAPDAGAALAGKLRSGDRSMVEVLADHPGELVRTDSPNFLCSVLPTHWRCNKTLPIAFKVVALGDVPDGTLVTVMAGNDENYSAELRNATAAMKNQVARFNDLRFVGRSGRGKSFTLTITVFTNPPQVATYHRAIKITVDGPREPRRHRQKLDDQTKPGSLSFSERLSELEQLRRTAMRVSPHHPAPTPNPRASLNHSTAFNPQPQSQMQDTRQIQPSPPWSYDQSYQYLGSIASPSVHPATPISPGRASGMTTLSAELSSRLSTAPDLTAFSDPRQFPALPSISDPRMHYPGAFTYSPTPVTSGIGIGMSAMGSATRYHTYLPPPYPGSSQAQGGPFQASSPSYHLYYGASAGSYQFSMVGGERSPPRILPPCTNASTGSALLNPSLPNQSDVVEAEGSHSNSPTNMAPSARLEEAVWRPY
Target sequence (Q13951 whole entry, looked up): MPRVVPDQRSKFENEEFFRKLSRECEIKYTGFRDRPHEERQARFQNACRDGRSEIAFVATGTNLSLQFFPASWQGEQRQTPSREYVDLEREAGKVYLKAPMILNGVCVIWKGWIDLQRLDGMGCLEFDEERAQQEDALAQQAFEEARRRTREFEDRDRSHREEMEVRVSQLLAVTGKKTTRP
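AlphaScreen binding: CBFb-His and RUNX1-biotin (30 nM each) preincubated 20 min, compound added for 15 min, then nickel and streptavidin beads for 90 min, all at room temperature. Disruption of the interaction by any mechanism counts as activity.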
* hit, by the source's call; ? = inconclusive; · = not tested or not shown; & = joins results of further samples; [ ] = remark or other dose. Unless noted, calls follow the shape of the dose curve; as a rule, active = well fitted curve in the direction sought with a large enough effect; inconclusive = small, poorly fitted or top-dose-only effect, or another doubt; inactive = no such curve, though single readings can be large; an effect the other way counts as inactive or inconclusive.

SMILES	LMNA splice mod	Luc counter	SMN2 splice enh	HttQ103 aggreg	IMPase Li cell	HTT ATP protect	CBFb-RUNX1 inh
N#Cc1ccccc1OCC(=O)C1CC1	·	·	·	-5%[9.22 µM]	·	-2%[10 µM]	10%
Cc1cc(C)n2nc(SCC(=O)N/N=C/c3ccccc3F)nc2n1	-1%	-5%	-3%	14%	-5%[38.3 µM]	18%	-1%
CCOC(=O)c1cnn2cc(-c3[nH]ncc3[N+](=O)[O-])cnc12	3%	-1%	30%	5%	5%	28%[10 µM]	7%
O=C(CSCc1ccc(Cl)cc1)Nc1ccc2c(c1)OCCO2	-1%	-8%	-15%	16%	-1%[38.3 µM]	-2%	-3%
CCNc1ncc2nc(CCc3ccccc3)c(=O)n(CCC#N)c2n1	-15%	·	·	·	-9%	-19%	·
COc1ccc(N2C(=O)c3ccccc3NC2c2ccc(OC)c(Cn3nnc4ccccc43)c2)cc1 (stereo not given)	1%	4%	14µM*	30%	5%	9%[10 µM]	-18%
CC1=C/C(=C/N(C)c2ccccc2)C(=O)S1	0%	-1%	15%	6%	0%[38.3 µM]	5%	5%
COCCCNC(=O)c1ccc(Cn2c(=O)c3ccccc3n(Cc3ccccc3C)c2=O)cc1	-21%	-1%	8%&0%	?	25%[38.3 µM]	-31%	-6%
O=C(NNC(=S)Nc1ccccc1)c1cccs1	8%	-3%	10µM*	-19%	-3%	·	5%
CCCc1ccc(OCC(=O)O)cc1	-6%	3%	-5%	-11%	4%	-4%[10 µM]	21%
O=C(Cn1ncc(Cl)c(Cl)c1=O)c1ccc(Cl)cc1	?	4%	?	?	-2%	-14%[10 µM]	7%
CCOc1ccc(C(=O)c2ccncc2)cc1	-3%	1%	18%	2%	22%[38.3 µM]	-10%	7%
COc1ccc(N2C(=O)CSC2c2cccs2)cc1 (stereo not given)	?	-1%	-6%	13%	7%	·	-3%
Cc1ccccc1C(=O)OC(C)CN1CCOCC1 (stereo not given)	·	-1%	·	0%[9.22 µM]	13%	19%[10 µM]	9%
CN(c1ccc(OCC(=O)N2CCC(C(N)=O)CC2)cc1)S(=O)(=O)c1cccs1	11%	1%	-2%	2%[9.22 µM]	1%[38.3 µM]	9%	4%
C=CCn1c(CCNC(=O)c2ccccc2F)nnc1SCC(=O)Nc1nc2ccccc2s1	-9%	-5%	-23%	23%	19%[38.3 µM]	6%[10 µM]	-3%
CCOC(=O)C1(CCSC)NC(c2ccco2)C2C(=O)N(CC)C(=O)C21 (stereo not given)	8%	-1%	·	-21%	18%[38.3 µM]	21%[10 µM]	5%
Cc1nc2cc(Cl)c(Cl)cc2nc1C	-15%	1%	16%	0%	22%[38.3 µM]	-5%	4%
O=C(NC1CC1)C1CCN(S(=O)(=O)c2cc(Cl)ccc2Cl)CC1	5%[46 µM]	-3%	·	3%[9.22 µM]	23%	2%[10 µM]	0%
O=C(NCCCN1CCOCC1)c1cccc(S(=O)(=O)N2CCc3ccccc3C2)c1	-22%[46 µM]	1%	-32%[inhibitor]	-5%	1%	-11%	1%

Of the compounds above, four contain a Cl atom.
SMILES	LMNA splice mod	Luc counter	SMN2 splice enh	HttQ103 aggreg	IMPase Li cell	HTT ATP protect	CBFb-RUNX1 inh
O=C(CSCc1ccc(Cl)cc1)Nc1ccc2c(c1)OCCO2	-1%	-8%	-15%	16%	-1%[38.3 µM]	-2%	-3%
O=C(Cn1ncc(Cl)c(Cl)c1=O)c1ccc(Cl)cc1	?	4%	?	?	-2%	-14%[10 µM]	7%
Cc1nc2cc(Cl)c(Cl)cc2nc1C	-15%	1%	16%	0%	22%[38.3 µM]	-5%	4%
O=C(NC1CC1)C1CCN(S(=O)(=O)c2cc(Cl)ccc2Cl)CC1	5%[46 µM]	-3%	·	3%[9.22 µM]	23%	2%[10 µM]	0%

(further entries)
SMILES	LMNA splice mod	Luc counter	SMN2 splice enh	HttQ103 aggreg	IMPase Li cell	HTT ATP protect	CBFb-RUNX1 inh
Cn1nc(-c2ccccc2)cc1NC(=O)Nc1ccc(C(C)(C)C)cc1	·	·	·	17%[9.22 µM]	·	-1%[10 µM]	3%
O=C(CC1C(=O)NCCN1CC(c1ccccc1)c1ccccc1)NC1CC1 (stereo not given)	·	·	·	-1%[9.22 µM]	0%	1%[10 µM]	2%
Fc1ccc(CO/N=C/C2=C(Cl)c3ccccc3CC2)cc1	12%	0%	-13%	-9%	6%[38.3 µM]	23%	19%
CN(C)Cc1ccccc1-c1cncnc1Nc1ccncc1	15%	·	·	·	2%	-70%[inhibitor]	·
COc1ccc(C(=O)CCC(=O)Nc2cccnc2)cc1	?	-3%	3%	-4%	-5%	-13%	15%
C=CCn1c(SCc2ccc(C#N)cc2)nnc1-c1cccc(Cl)c1	-10%	-1%	-25%	3%	32%[38.3 µM]	12%[10 µM]	15%
CCOC(=O)C(C)Oc1ccc(=O)n(-c2ccccc2)n1 (stereo not given)	6%	-4%	·	3%	3%[38.3 µM]	-5%[0.074 µM]	5%
O=C(NCCc1ccccn1)c1cc(-c2cccc3ccccc23)nc2ccccc12	-13%	6%	-6%	-10%	4%	11%[10 µM]	-2%
N#Cc1cc2c(nc1S(=O)(=O)Cc1ccccc1)CCCC2	-9%[46 µM]	-5%	-3%	3%	3%	-43%[10 µM]	16%
O=C(Oc1cccc(Nc2ncnc3ccccc23)c1)c1ccccc1Cl	?	5%	-42%[inhibitor]	?	20%	1%[10 µM]	11%
CCOCCn1c(N(C)Cc2ccccc2)nc2c1c(=O)[nH]c(=O)n2C	21%	-6%	-12%	-4%	-6%[38.3 µM]	-6%	9%
COc1cccc(C(=O)Nc2c3c(nn2-c2ccccc2C)CS(=O)C3)c1OC (stereo not given)	9%	-2%	6%	27%	8%[38.3 µM]	6%[10 µM]	-2%
Cc1nc(NCc2ccccc2)c(C(N)=O)c2c1COC(C)(C)C2	0%	·	·	-9%	·	-15%	16%
CCc1nnc(NS(=O)(=O)c2ccc(NC(=O)c3ccco3)cc2)s1	·	·	·	-10%	-4%	-8%	3%
N#Cc1ccc(CSc2nnc(-c3cccs3)n2-c2ccccc2)cc1	8%	0%	8%	-7%	46%[activator][38.3 µM]	6%	9%
CSc1nnnn1-c1ccc(Cl)cc1	·	1%	-3%	14%	-3%	-8%	1%
COc1ccc(/C=C2\SC(=O)N(CCn3cnnn3)C2=O)cc1	-6%[46 µM]	2%	14%	8%	15%	11%	-10%
COC(=O)c1ccc(N=NNc2ccc(C(=O)OC)cc2)cc1	-3%	-5%	?	4%	-3%	·	?
Clc1ccccc1-c1nc(Nc2ccncc2)c2ccccc2n1	?	·	·	·	3%	-29%	·
CC(C)NC(=O)CCS(=O)(=O)c1ccc(Br)s1	14%	-2%	-8%	9%	-7%[38.3 µM]	-11%	3%
Cc1nn(C(C)C(=O)NNC(=S)Nc2ccc(Cl)cc2)c(C)c1[N+](=O)[O-] (stereo not given)	-5%	-1%	27%	?	22%[38.3 µM]	9%	2%
C/C(=N\N1CCN(c2ccccc2)CC1)c1ccncc1	3%[46 µM]	-1%	6%	-26%[9.22 µM]	2%	5%[10 µM]	-9%
CCOC(=O)c1ccc(N2C(=O)c3n[nH]c(C)c3C2c2ccco2)cc1 (stereo not given)	?	-7%	-34%	24%	24%[38.3 µM]	-4%	0%
Cn1c(=O)c(=O)n(C)c2cc(S(=O)(=O)N3CCCC3C(=O)NCc3cccs3)ccc21 (stereo not given)	·	·	·	3%[9.22 µM]	·	3%[10 µM]	1%
CC(NC(=O)c1cccs1)c1n[nH]c(=S)n1C (stereo not given)	-5%	-5%	15%	-5%	-8%	·	0%
Cn1c(N)c(N=O)c(=O)n(C)c1=O	·	·	·	1%[9.22 µM]	·	0%[10 µM]	2%
O=S(=O)(Cc1ccccc1)c1ccccc1-c1nnc(-c2ccccc2)o1	-1%	9%	-3%	-1%	9%	13%[10 µM]	11%
CCCCN(C)CCCNC(=O)/C=C1\Sc2ccccc2NC1=O	?	3%	-18%	3%	18%	-8%	-10%
COc1ccc(C(=O)N2CCC3(CCCN(CC(C)C)C3)CC2)cc1	·	-1%	-3%	·	5%	5%	·
COc1ccc(Oc2ncccc2[N+](=O)[O-])cc1	·	·	·	-8%[9.22 µM]	·	10%[10 µM]	6%
CCc1c(C)sc(NC(=S)N2CCN(S(C)(=O)=O)CC2)c1C(=O)OC	·	·	·	5%[9.22 µM]	·	2%[10 µM]	2%
Cc1ccc2oc(C(=O)NCc3ccc4c(c3)OCO4)c(C)c2c1	?	1%	-4%	?	8%[38.3 µM]	4%	10%
O=C(O)c1cccc(S(=O)(=O)Nc2ccc3c(c2)OCO3)c1	-9%	-7%	6%	-11%	-8%[38.3 µM]	-4%[10 µM]	-11%
CCCCn1c2nc3ccccc3nc2c2c(=O)n(C(C)CC)cnc21 (stereo not given)	1%	·	·	-10%	·	-28%[0.074 µM]	1%
CCOc1cc(-c2conc2N)cc(OCC)c1OCC	?	-4%	?	13%	3%	-7%	3%
Cc1ccc(N2CC(C(=O)NC3=NCCS3)CC2=O)cc1 (stereo not given)	12%	4%	-6%	-6%	-7%[38.3 µM]	9%	-1%
C[C@@]12CC(=O)C3=C(CCCC3=O)N1CCc1ccccc12	·	-7%	-19%	·	6%	-46%[inhibitor]	-9%
Cc1ccc(/C=N/N=C2\SCC(=O)N2CC2CC2)cc1	·	·	·	-2%[9.22 µM]	·	9%[10 µM]	6%
COc1ccc(/C=N/NC2=NCCCCC2)cc1	4%	-1%	-3%	-10%	24%[38.3 µM]	3%	2%
O=C(O)c1ccccc1C(=O)c1ccc(Sc2ccc(Cl)cc2)c([N+](=O)[O-])c1	5%[46 µM]	·	·	18%[9.22 µM]	·	23%[10 µM]	-19%
CCOC(=O)Cn1nnnc1C(CC)N(Cc1cccs1)Cc1cc2ccc(OC)cc2[nH]c1=O (stereo not given)	3%	·	·	?	·	9%	1%
C#CCOCCOCCOCCNc1nc(N2CCN(C(=O)[C@H](C(C)C)n3cc(CCO)nn3)CC2)nc(N2CCN(C(=O)[C@H]([C@@H](C)CC)n3cc(CCCCN)nn3)CC2)n1	0%	0%	1%	7%	-1%	·	6%[2.36 µM]
CCN(CC)S(=O)(=O)c1cccc(-c2nnc(SCC(=O)c3cc(C)n(C4CC4)c3C)o2)c1	-5%	2%	-12%	-20%	35%[38.3 µM]	?	0%
